From PubChem
DNMT1 inh: human DNMT1 methyltransferase inhibitors, primary screen, biochemical, molecular beacon, fluorescence, HinP1I cleavage, uHTS. inhibition (reported as % activation of signal), % at 10 µM. hit rate 0.83% among 360,000. DNA (cytosine-5)-methyltransferase 1 (Homo sapiens), P26358; in the data active = inhibition above about 50%
Target sequence (P26358 504-1616 limits assumed): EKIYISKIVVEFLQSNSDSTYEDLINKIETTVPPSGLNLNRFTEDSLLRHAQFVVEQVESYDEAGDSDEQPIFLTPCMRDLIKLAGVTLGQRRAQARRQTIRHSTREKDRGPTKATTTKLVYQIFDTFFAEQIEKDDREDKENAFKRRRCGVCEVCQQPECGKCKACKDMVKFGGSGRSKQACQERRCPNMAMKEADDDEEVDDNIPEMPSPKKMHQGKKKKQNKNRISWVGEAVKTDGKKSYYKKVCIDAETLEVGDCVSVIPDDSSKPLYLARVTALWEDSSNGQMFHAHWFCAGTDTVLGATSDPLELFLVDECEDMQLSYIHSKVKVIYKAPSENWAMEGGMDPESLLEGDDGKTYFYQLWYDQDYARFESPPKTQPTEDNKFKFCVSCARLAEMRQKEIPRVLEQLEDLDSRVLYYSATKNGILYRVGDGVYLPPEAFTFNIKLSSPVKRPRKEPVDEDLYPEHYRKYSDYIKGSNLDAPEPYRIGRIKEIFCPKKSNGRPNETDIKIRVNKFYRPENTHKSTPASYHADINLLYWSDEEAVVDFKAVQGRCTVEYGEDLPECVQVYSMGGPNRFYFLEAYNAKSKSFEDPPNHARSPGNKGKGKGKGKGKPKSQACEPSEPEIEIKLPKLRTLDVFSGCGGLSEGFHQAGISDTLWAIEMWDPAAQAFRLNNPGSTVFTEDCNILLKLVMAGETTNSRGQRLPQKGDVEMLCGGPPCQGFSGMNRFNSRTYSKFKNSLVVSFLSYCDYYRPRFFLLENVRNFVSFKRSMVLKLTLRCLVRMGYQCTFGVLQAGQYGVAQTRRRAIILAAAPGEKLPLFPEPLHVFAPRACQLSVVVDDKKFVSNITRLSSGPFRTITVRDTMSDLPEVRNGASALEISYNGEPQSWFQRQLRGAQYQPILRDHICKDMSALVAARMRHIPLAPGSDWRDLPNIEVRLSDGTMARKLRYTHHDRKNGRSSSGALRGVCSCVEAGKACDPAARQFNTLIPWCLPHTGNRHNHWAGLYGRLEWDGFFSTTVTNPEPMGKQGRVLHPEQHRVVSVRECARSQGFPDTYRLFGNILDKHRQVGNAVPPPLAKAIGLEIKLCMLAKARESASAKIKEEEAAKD
NadD block: inhibitors of S. aureus NadD, primary screen, biochemical, colorimetric, uHTS | Nicotinate-nucleotide adenylyltransferase NadD (Staphylococcus aureus N315) | purified NadD enzyme, colorimetric absorbance read-out | inhibition, % at 20 µM | hit rate 0.78% among 360,000; in the data active = inhibition above about 26%; also: some compounds past the cut are filed as inactive
SUMO1-SIM PPI: modulators of SUMO1 protein-protein interactions, primary screen, biochemical, uHTS. SUMO1 binding to a labelled peptide, TR-FRET, 1 h. inhibition, % at 20 µM. hit rate 0.33% among 360,000. Small ubiquitin-related modifier 1 (Homo sapiens), P63165; in the data active = inhibition above about 37%
STEP inh: STEP phosphatase inhibitors, primary screen, biochemical, fluorescence intensity, uHTS | Tyrosine-protein phosphatase non-receptor type 5 (Homo sapiens), P54829 | recombinant STEP, OMFP fluorogenic substrate | inhibition, % at 20 µM | hit rate 0.25% among 360,000 | AID 588621, 2011;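 active = inhibition at 20 µM, scaled per plate between control wells, above about 37%, limit read from the data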;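 also: 0% = DMSO with enzyme and substrate and 100% = substrate only without enzyme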
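System: STEP phosphatase, cell-free reaction; Buffer or medium: Bis-Tris pH 6.0 buffer with DTT, detergent; Incubation: 20 min at room temperature, dark; Measured by: fluorescence, 480/540 nm.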
Scp-1 inhibitor: Scp-1 phosphatase inhibitors, primary screen, biochemical, colorimetric, uHTS; Recombinant Scp1, phosphopeptide, malachite green phosphate absorbance; inhibition, % at 20 µM; hit rate 0.88% among 340,000; AID 493091, 2011;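 active = inhibition above about 50% at 20 µM, limit read from the data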;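 also: plate controls were DMSO wells with enzyme for no effect and wells lacking enzyme for full effect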
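Test system: SCP-1 phosphatase catalytic domain, residues 76-261 | Compound dosing: One concentration, 20 µM, with 1.0% DMSO | Schedule: 45 min room-temperature reaction, 5 min colour, 30 min stabiliser | Detection: Absorbance at 630 nm | Read-out basis: % inhibition of SCP-1 phosphate liberation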
Rin1 Abl inh: inhibitors of Rin1-Abl protein binding, primary screen, biochemical, TR-FRET; inhibition, % at 7.35 µM; hit rate 0.4% among 360,000; in the data active = inhibition above about 5%, passing the limit was not always enough
Rpn11 inh: Rpn11 (PSMD14) deubiquitinase inhibitors, primary screen, biochemical, fluorescence polarization, uHTS; 26S proteasome non-ATPase regulatory subunit 14 (Homo sapiens), O00487; human 26S proteasome, Ub4-pepOG fluorescence polarization; 20S core pre-blocked with epoxomicin; calls only at 20 µM; hit rate 0.59% among 360,000;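 active = inhibition at 20 µM, scaled to each plate's controls, above about 33%, limit read from the data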
LMPTP inh: LMPTP phosphatase inhibitors, primary screen, biochemical, fluorescence intensity, uHTS; Low molecular weight phosphotyrosine protein phosphatase (Homo sapiens), P24666; recombinant LMPTP-A, OMFP fluorogenic substrate; hit rate 0.22% among 360,000; inhibition, % at 20 µM;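 active = compounds that cut the enzyme signal by at least half of the control window in the single-dose screen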;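 also: plate controls were DMSO wells with enzyme plus substrate for no effect and substrate without enzyme for full effect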
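Test system: LMPTP-A, protein tyrosine phosphatase of low molecular weight; Input: 0.625 nM enzyme; Incubation: 50 min dark incubation at room temperature; Signal: endpoint fluorescence intensity from OMFP dephosphorylation; Read-out basis: % inhibition versus control wells.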
CSN inh: inhibitors of CSN-mediated cullin deneddylation, primary screen, biochemical, fluorescence polarization, uHTS. COP9 signalosome complex subunit 5 (Homo sapiens), Q92905. Purified CSN, SCF-Nedd8-OG deneddylation. inhibition, % at 12.5 µM. hit rate 0.38% among 360,000. AID 651999, 2013;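 active = pattern-corrected inhibition above about 35%, with an unprinted fluorescence ratio check between 0.5 and 1.5, limit read from the data, passing the limit was not always enough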;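 also: 0% = enzyme with substrate and 100% = substrate without enzyme; some results filed as inactive read as strong as hits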
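Assay system: Purified human Csn5 enzyme expressed in HEK293T cells | Amount: Enzyme 0.24 nM | Measured by: Fluorescence polarization readout | Medium: Tris/NaCl/DTT buffer, pH 7.5 | Compound dosing: One concentration, 12.5 µM, 0.25% DMSO | Times: 90 min incubation of compound, enzyme and substrate at room temperature | Control set: no-enzyme wells high, enzyme-with-substrate wells low | Read-out: % inhibition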
Neddyl block: inhibitors of cullin neddylation, primary screen, biochemical, TR-FRET, uHTS, NAE and Ubc12. NEDD8-conjugating enzyme Ubc12 (Homo sapiens) + NEDD8-activating enzyme E1 regulatory …. hit rate 0.58% among 360,000. calls only at 25 µM; in the data active = inhibition above about 36%
The depositor's hits bear a star. Rows are unselected; overall some 3.8% were active at least once.

Screening CCN1CCN(/C=N/c2nc(C)cs2)CC1 returned DNMT1 inh 0, NadD block 6, SUMO1-SIM PPI -2, STEP inh -1, Scp-1 inhibitor -1, Rin1 Abl inh 1, Rpn11 inh inactive, LMPTP inh -3.2, CSN inh -2 and Neddyl block inactive.
CCOc1ccc(C2NC(=O)CCC2[N+](=O)[O-])cc1 (configuration not stated) was read as DNMT1 inh -1, NadD block -8, SUMO1-SIM PPI 28, STEP inh -1, Scp-1 inhibitor -4, Rin1 Abl inh 3, Rpn11 inh inactive, LMPTP inh -1.2, CSN inh 3 and Neddyl block inactive.
Screening CCOC(=O)c1sc(=S)n2c1[nH]c(=O)c1ccc(C(=O)OC)cc12 returned DNMT1 inh 5, NadD block 27, SUMO1-SIM PPI -3, STEP inh 2, Scp-1 inhibitor -4, Rin1 Abl inh 2, Rpn11 inh inactive, LMPTP inh 0.1, CSN inh 8 and Neddyl block inactive.
`CCc1ccc(Nc2n[n+](-c3ccccc3)c(-c3cccc(Cl)c3Cl)s2)cc1` gave DNMT1 inh -10, NadD block 16, SUMO1-SIM PPI -23, STEP inh -1, Scp-1 inhibitor -1, Rin1 Abl inh 4, Rpn11 inh inactive, LMPTP inh 2.3, CSN inh 0 and Neddyl block inactive.
Screening COC(=O)[C@H](CC(C)C)N(Cc1ccccc1)S(=O)(=O)N(Cc1ccccc1)[C@@H](CC(C)C)C(=O)OC returned DNMT1 inh 6, NadD block 0, SUMO1-SIM PPI -2, STEP inh 4, Scp-1 inhibitor -9, Rin1 Abl inh -1, Rpn11 inh inactive, LMPTP inh 1.0, CSN inh -2 and Neddyl block inactive.
For CN1CCN(c2ccc([N+](=O)[O-])cc2NC(=O)c2ccccc2)CC1 the results were DNMT1 inh 0, NadD block -11, SUMO1-SIM PPI -21, STEP inh 0, Scp-1 inhibitor -3, Rin1 Abl inh 2, Rpn11 inh inactive, LMPTP inh -1.4, CSN inh -8 and Neddyl block inactive.
`Cc1ccc(C(C)(C)C)cc1S(=O)(=O)Nc1cccc(C(=O)N2CCN(c3ccccn3)CC2)c1` gave DNMT1 inh 2, NadD block 7, SUMO1-SIM PPI 8, STEP inh -2, Scp-1 inhibitor 4, Rin1 Abl inh 3, Rpn11 inh inactive, LMPTP inh 2.9, CSN inh 0 and Neddyl block inactive.
For CCc1ccc(Nc2nc(C)cc(C)n2)cc1 the results were DNMT1 inh -1, NadD block -2, SUMO1-SIM PPI 7, STEP inh 0, Scp-1 inhibitor -5, Rin1 Abl inh 1, Rpn11 inh inactive, LMPTP inh -0.2, CSN inh -7 and Neddyl block inactive.
For CC1CCCCC12NC(=O)N(CC(=O)NNC(=O)c1ccc(Br)cc1)C2=O (configuration not stated) the results were DNMT1 inh 0, NadD block 0, SUMO1-SIM PPI 5, STEP inh -1, Scp-1 inhibitor -5, Rin1 Abl inh -1, Rpn11 inh inactive, LMPTP inh -1.0, CSN inh 1 and Neddyl block inactive.
Screening O=Cc1ccc2ccc3cccnc3c2n1 returned DNMT1 inh 0, NadD block 2, SUMO1-SIM PPI 3, STEP inh 0, Scp-1 inhibitor -11, Rin1 Abl inh -5, Rpn11 inh inactive, LMPTP inh 3.1, CSN inh 2 and Neddyl block inactive.
For Cc1ccc(-c2nc3sc4c(c3c(=O)n2N)CC(C)(C)OC4)cc1 the results were DNMT1 inh 3, NadD block -2, SUMO1-SIM PPI 9, STEP inh -1, Scp-1 inhibitor -6, Rin1 Abl inh 3, Rpn11 inh inactive, LMPTP inh -0.9, CSN inh -2 and Neddyl block inactive.
`COC(=O)[C@@]12C[C@@H](CC(=O)NCCC(C)C)C(=O)N(Cc3ccc4c(c3)OCO4)C1=CCC(C)(C)C2` gave SUMO1-SIM PPI 4, LMPTP inh 0.7, CSN inh -5 and Neddyl block inactive.
COc1cc(-c2nc3cccc(C)n3c2NCC2CCCO2)ccc1O (configuration not stated) was read as DNMT1 inh 0, NadD block -2, SUMO1-SIM PPI 0, STEP inh 1, Scp-1 inhibitor -9, Rin1 Abl inh -5, Rpn11 inh active, LMPTP inh 17 and CSN inh -2.
For c1ccc(C[C@H]2CN=C(Nc3ccccc3)N2CC2CCCCCC2)cc1 the results were DNMT1 inh -3, NadD block -7, SUMO1-SIM PPI 1, STEP inh 1, Scp-1 inhibitor 11, Rin1 Abl inh 1, Rpn11 inh inactive, LMPTP inh -0.8, CSN inh -5 and Neddyl block inactive.
`Cc1ccc(N=C(c2cccs2)N2CCOCC2)cc1` gave DNMT1 inh -17, NadD block 2, SUMO1-SIM PPI -3, STEP inh -1, Scp-1 inhibitor 0, Rin1 Abl inh -2, Rpn11 inh inactive, LMPTP inh -0.7, CSN inh 0 and Neddyl block inactive.
For O=C(NNC(=O)c1ccc(Cl)cc1Cl)c1csc(-c2cccnc2)n1 the results were DNMT1 inh -1, NadD block 2, SUMO1-SIM PPI 0, STEP inh -1, Scp-1 inhibitor 1, Rin1 Abl inh 3, Rpn11 inh inactive, LMPTP inh -0.8, CSN inh -6 and Neddyl block inactive.
For CCOC(=O)c1c(N)sc(C(=O)Nc2ccccc2)c1C the results were DNMT1 inh 0, NadD block -8, SUMO1-SIM PPI 3, STEP inh 6, Scp-1 inhibitor -6, Rin1 Abl inh 1, Rpn11 inh inactive, LMPTP inh -1.1, CSN inh 2 and Neddyl block inactive.
`CCCNC(=O)c1nnsc1Sc1ccc(Cl)cc1` gave DNMT1 inh 1, NadD block -7, SUMO1-SIM PPI -2, STEP inh 4, Scp-1 inhibitor -4, Rin1 Abl inh 1, Rpn11 inh inactive, LMPTP inh -1.1, CSN inh -16 and Neddyl block inactive.
Screening Clc1ccc(-c2nc3ncccn3c2Cl)cc1 returned DNMT1 inh 2, NadD block -1, SUMO1-SIM PPI -31, STEP inh 5, Scp-1 inhibitor 9, Rin1 Abl inh -6, Rpn11 inh inactive, LMPTP inh -0.1, CSN inh 3 and Neddyl block inactive.
Screening COC(=O)c1ccc(CSc2nnc(CNC(=O)c3ccc(OC)cc3)o2)o1 returned DNMT1 inh -1, NadD block 5, SUMO1-SIM PPI -1, STEP inh -2, Scp-1 inhibitor -8, Rin1 Abl inh 5, Rpn11 inh inactive, LMPTP inh -1.7, CSN inh 0 and Neddyl block inactive.
Screening O=C1CSC(c2ccncc2)N1Cc1ccc(F)cc1 (configuration not stated) returned DNMT1 inh 1, NadD block -4, SUMO1-SIM PPI 2, STEP inh -1, Scp-1 inhibitor -17, Rin1 Abl inh -1, Rpn11 inh inactive, LMPTP inh -1.1, CSN inh -3 and Neddyl block inactive.
Screening O=C(COC(=O)C1c2ccccc2Oc2ccccc21)Nc1ccc2c(c1)OCO2 returned DNMT1 inh -7, NadD block 5, SUMO1-SIM PPI 3, STEP inh 5, Scp-1 inhibitor -18, Rin1 Abl inh 0, Rpn11 inh inactive, LMPTP inh 3.4, CSN inh 4 and Neddyl block inactive.
For CC(=O)Nc1ccc(-c2ccnc3c2CC(C(=O)Nc2ccc(Cl)c(C(F)(F)F)c2)O3)cc1 (configuration not stated) the results were DNMT1 inh -9, NadD block 8, SUMO1-SIM PPI 25, STEP inh -1, Rin1 Abl inh 2, Rpn11 inh inactive, LMPTP inh 4.5, CSN inh 0 and Neddyl block inactive.
Screening COc1ccc(CC(=O)NC(=S)Nc2ccc(S(N)(=O)=O)cc2)cc1 returned DNMT1 inh -15, NadD block -9, SUMO1-SIM PPI -1, STEP inh 1, Scp-1 inhibitor -8, Rin1 Abl inh -1, Rpn11 inh inactive, LMPTP inh -0.1, CSN inh -7 and Neddyl block inactive.
For CC(=O)c1cccc(NC(=O)CCn2c(=S)oc3ccccc32)c1 the results were DNMT1 inh 13, NadD block -3, SUMO1-SIM PPI 3, STEP inh 14, Scp-1 inhibitor 25, Rin1 Abl inh 3, Rpn11 inh inactive, LMPTP inh 8.1, CSN inh -1 and Neddyl block inactive.
Screening O=C(Nc1ccccc1[N+](=O)[O-])c1cccc(N2C(=O)CCC2=O)c1 returned DNMT1 inh 0, NadD block -4, SUMO1-SIM PPI -15, STEP inh 0, Scp-1 inhibitor 0, Rin1 Abl inh -3, Rpn11 inh inactive, LMPTP inh -0.6, CSN inh -3 and Neddyl block inactive.
For O=C(O)c1c(C(=O)O)c(-c2ccc(Cl)c(Cl)c2)n2c1CSC2 the results were DNMT1 inh 2, NadD block 6, SUMO1-SIM PPI 19, STEP inh 6, Scp-1 inhibitor -10, Rin1 Abl inh 1, Rpn11 inh inactive, LMPTP inh 1.0, CSN inh 8 and Neddyl block inactive.
Screening C=CCn1cnnc1SCC(=O)N(C)CC1COc2ccccc2O1 (configuration not stated) returned DNMT1 inh 3, NadD block -5, SUMO1-SIM PPI -1, STEP inh -2, Scp-1 inhibitor -10, Rin1 Abl inh 3, Rpn11 inh inactive, LMPTP inh -0.1, CSN inh 2 and Neddyl block inactive.
Screening Fc1ccc(Cc2nnc(-c3cccs3)o2)cc1 returned DNMT1 inh -1, NadD block 0, SUMO1-SIM PPI 0, STEP inh 2, Scp-1 inhibitor -12, Rin1 Abl inh -2, Rpn11 inh inactive, LMPTP inh -0.3, CSN inh -2 and Neddyl block inactive.
For CC(=O)Nc1cccc(OCc2ccc(S(=O)(=O)Cc3ccccc3)cc2)c1 the results were DNMT1 inh -3, NadD block 1, SUMO1-SIM PPI -1, STEP inh -1, Scp-1 inhibitor -8, Rin1 Abl inh -4, Rpn11 inh inactive, LMPTP inh 1.4, CSN inh 1 and Neddyl block inactive.
O=C(COC(=O)Cc1cn2ccsc2n1)NC12CC3CC(CC(C3)C1)C2 was read as DNMT1 inh 6, NadD block -1, SUMO1-SIM PPI 0, STEP inh 0, Scp-1 inhibitor -5, Rin1 Abl inh -5, Rpn11 inh inactive, LMPTP inh 1.4, CSN inh 0 and Neddyl block inactive.
